Screening results from PubChem BioAssay.
MrgX1 ag = human MrgX1 receptor agonism, primary screen; Q96LB2; MrgX1-HEK293 cells, Fluo-4 calcium fluorescence, agonist mode; stronger effect = higher value; B-score at 10 µM; 310,000 tested, 0.44% active; AID 588627;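 active means calcium response B-score plate-corrected fluorescence ratio at least 3 library SD, with starting fluorescence B-score inside 5 SD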
Target sequence (Q96LB2 whole entry, looked up): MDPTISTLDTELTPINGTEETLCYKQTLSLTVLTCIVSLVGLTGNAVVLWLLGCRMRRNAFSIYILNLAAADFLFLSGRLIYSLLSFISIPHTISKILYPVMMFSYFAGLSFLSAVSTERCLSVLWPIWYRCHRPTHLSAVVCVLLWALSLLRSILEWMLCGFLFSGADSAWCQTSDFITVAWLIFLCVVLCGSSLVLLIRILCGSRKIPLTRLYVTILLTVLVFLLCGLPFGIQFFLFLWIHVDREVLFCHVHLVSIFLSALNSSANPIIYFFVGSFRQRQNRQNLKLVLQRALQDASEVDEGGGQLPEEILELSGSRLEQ
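Test system: HEK293 cells stably expressing human MrgX1 receptor; Input: fifteen thousand cells per well; Dosing: compound delivered in addition one of three; Schedule: overnight seeding, then 1 h dark dye loading; Technique: Fluo-4 NW calcium fluorescence; Measure: B-scored fluorescence response ratio; Controls: positive and negative controls per plate.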
RGS4 inh = inhibitors of human RGS4; P49798; HEK293 M3R/RGS4 inducible, Fluo-4 calcium flux; stronger effect = higher value; triggered by carbachol at its EC20; B-score at 10 µM; 310,000 tested, 0.45% active; AID 463165;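 active means B-score, a plate-corrected calcium signal, over three deviations above library mean, with baseline fluorescence within five deviations of library mean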;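 further: RGS4 expression induced by doxycycline in cells with stable M3 receptor; B-score is computed from the integrated fluorescence ratio over baseline after carbachol; higher B-score means a larger calcium signal and so more RGS4 inhibition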
Target sequence (P49798 whole entry, looked up): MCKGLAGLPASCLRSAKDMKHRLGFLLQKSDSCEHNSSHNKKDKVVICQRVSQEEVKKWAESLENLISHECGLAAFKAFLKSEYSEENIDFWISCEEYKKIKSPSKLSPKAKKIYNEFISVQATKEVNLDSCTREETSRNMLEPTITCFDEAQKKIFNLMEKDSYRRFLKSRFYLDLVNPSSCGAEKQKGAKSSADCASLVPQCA
MrgX1 PAM = human MrgX1 positive allosteric modulation, primary screen; 310,000 tested, 0.63% active; Q96LB2; MrgX1-HEK293, Fluo-4 calcium flux, FDSS; stronger effect = higher value; B-score at 10 µM;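 active means plate-corrected calcium response at least 3 library SD above typical, normal starting fluorescence, not activating the receptor alone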;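 further: compound read alongside a low EC10 to EC30 dose of BAM8-22 agonist; peak minus trough fluorescence over baseline measured at the second addition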
TRPC6 activator = activators of mouse TRPC6 channel; Q61143; HEK293-TRPC6 membrane potential dye fluorescence; stronger effect = higher value; B-score at 10 µM; 310,000 tested, 0.13% active; AID 2550;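 active means B-score of the integrated fluorescence ratio above library mean plus 3 SD, and starting fluorescence ratio within library mean plus 5 SD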;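 further: higher score means more depolarization so channel activation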
HDAC3 inhib = human HDAC3 inhibition. O15379. recombinant HDAC3, fluorogenic peptide/trypsin coupled, fluorescence. inhibition, % at 8.3 µM. 320,000 tested, 0.15% active; in the data active means inhibition above about 26%, passing the limit was not always enough; inconclusive means no clear call, values can overlap the other calls
Target sequence (O15379 whole entry, looked up): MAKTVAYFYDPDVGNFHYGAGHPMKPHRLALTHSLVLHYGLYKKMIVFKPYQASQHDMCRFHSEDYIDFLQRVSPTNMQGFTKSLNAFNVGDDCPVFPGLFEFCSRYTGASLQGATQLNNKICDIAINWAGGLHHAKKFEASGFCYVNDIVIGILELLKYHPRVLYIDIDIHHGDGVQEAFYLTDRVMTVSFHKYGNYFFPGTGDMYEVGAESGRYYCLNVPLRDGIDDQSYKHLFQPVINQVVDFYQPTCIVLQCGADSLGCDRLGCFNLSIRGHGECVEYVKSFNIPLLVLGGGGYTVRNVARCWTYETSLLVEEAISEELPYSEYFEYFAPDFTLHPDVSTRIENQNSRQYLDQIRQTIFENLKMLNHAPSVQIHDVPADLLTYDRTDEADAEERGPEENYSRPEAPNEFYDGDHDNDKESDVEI
TRPC6 inh = inhibitors of mouse TRPC6 channel | Q61143 | HEK293-TRPC6, membrane potential dye, ACh-evoked depolarization; stronger effect = lower value | B-score at 10 µM | 310,000 tested, 1.1% active;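 active means B-score under library mean minus 3 SD, initial fluorescence not abnormally high, positive integrated signal ratio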;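 further: B-score derived from integrated fluorescence ratio over the kinetic read; more negative B-score means stronger inhibition of depolarization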
TMEM16A inh = inhibitors of mouse TMEM16A calcium-activated chloride channel. HEK293 TMEM16A/YFP iodide influx fluorescence, ionomycin. normalized B-score (activity score, 25-100; higher = stronger inhibition) at 10 µM. 310,000 tested, 1.2% active. AID 588511;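 active means ratio plate-corrected score three or more library SD toward inhibition, starting fluorescence score within five deviations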;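 further: score derived from kinetic fluorescence span divided by baseline fluorescence per well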
MrgX1 antagonist = human MrgX1 receptor antagonism, primary screen; 310,000 tested, 1.3% active; MRGX1-HEK293 calcium flux, Fluo-4, BAM8-22 antagonism; stronger effect = lower value; Q96LB2; B-score at 10 µM;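 active means calcium-response B-score plate-corrected more than 3 library SD below zero, starting fluorescence within 5 deviations, no agonist response on first addition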;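 further: peak minus trough fluorescence over baseline after final BAM8-22 challenge near maximal dose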
RGS4 act = potentiators or activators of RGS4. HEK293 M3R/inducible RGS4, carbachol calcium flux Fluo4; stronger effect = lower value. B-score at 10 µM. 310,000 tested, 0.92% active. AID 463111;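 active means B-score of the integrated calcium signal more than 4 SD below the library mean, with starting fluorescence not abnormally high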;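 further: negative B-score means reduced calcium response which marks RGS4 activation or potentiation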
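Material: Inducible-RGS4 HEK293 cells carrying M3 receptor; also added: carbachol at ECmax as muscarinic agonist stimulus; incubation: compound preincubation 20 min at room temperature before agonist; signal: Fluo4-AM (2 µM) calcium-flux fluorescence, kinetic read; measure: integrated calcium ratio converted to B score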
SKKanGAS inh = inhibitors of SKKanGAS S. pyogenes growth in kanamycin (SK-promoter or general growth effect). inhibition, % at 7.5 µM. 300,000 tested, 1.3% active. BacTiter-Glo, 6 h;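 active means mean replicate score, as percent of positive control median, at least 50; inconclusive means mean below 50 but one replicate at or above 50; inactive means mean and every replicate below 50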;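 further: strain carries kanamycin resistance gene driven by streptokinase promoter and grows in 40 µg/ml kanamycin; loss of luminescence reflects streptokinase promoter inhibition or plain growth inhibition; 0% = median of DMSO wells and 100% = positive control at its reference dose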
ANO1 activ = activators or potentiators of mouse TMEM16A chloride channel; Q8BHY3; HEK293 TMEM16A/YFP-H148Q/I152L, iodide quench fluorescence; stronger effect = lower value; B-score at 10 µM; 340,000 tested, 0.3% active;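 active means fluorescence-ratio B-score plate-corrected deviation score at least 3 library SD below zero, with starting fluorescence score within 5 deviations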;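 further: channel opened by trigger with iodide after compound preincubation; score built on the fluorescence ratio of max minus min over baseline; more negative score means more quench and so TMEM16A activation or potentiation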
Numbers without * were called inactive; i = inactive; ? = inconclusive; nt = not tested or not shown.

Below each SMILES: MrgX1 ag, RGS4 inh, MrgX1 PAM, TRPC6 activator, HDAC3 inhib, TRPC6 inh, TMEM16A inh, MrgX1 antagonist, RGS4 act, SKKanGAS inh, ANO1 activ
> Cc1cc(C)nc(/N=C(\N)C2=C(O)CC(C)(C)CC2=O)n1
 : i, i, i, i, 0, i, i, i, i, 0, i
> CCN(Cc1ccccc1)C(=O)C(=O)c1cn(CC(=O)N2CCCC2)c2ccccc12
 : i, i, i, i, -3, i, i, i, i, 9, i
> Cc1ccc(N2C(=S)N=C(Nc3ccccc3C)C23CCOC(C)(C)C3)cc1 (stereo unspecified)
 : i, i, i, i, 0, i, i, i, i, -8, i
> COc1ccc(/C=C/C(=O)NC(=S)NNC(=O)c2cnccn2)cc1
 : i, i, i, i, 0, i, i, -6.5*, i, 80*, i
> O=C(Nc1nc2c(s1)CCCC2)Oc1ccccc1
 : i, i, i, i, 2, i, i, i, i, 2, i
> Cc1cccc(N(C(=O)C(F)(F)F)C(C(=O)NC2CCCCC2)c2cccs2)c1 (stereo unspecified)
 : i, i, i, i, 1, i, i, i, i, -5, i
> COc1cc(OC)c(NS(=O)(=O)c2cc(C(=O)OC(C)C(=O)NC3CC3)c(Cl)cc2Cl)cc1Cl (stereo unspecified)
 : i, i, i, i, 1, i, i, i, i, 16, i
> O=C(NC1CCN(c2ncccn2)CC1)c1ccccc1Cl
 : i, i, i, i, 0, i, i, i, i, -5, i
> Cn1nnc2cc(C(=O)NC(C)(C)C)ccc21
 : i, i, i, i, 13, i, i, i, i, 2, nt
> CC(C)c1ccccc1NC(=O)COC(=O)c1cc([N+](=O)[O-])ccc1N1CCOCC1
 : i, i, i, i, 3, i, i, i, i, 0, i
> O=C1c2cccnc2C(Nc2ccc(Cl)cc2)N1Cc1cccs1 (stereo unspecified)
 : i, i, i, i, 2, i, i, i, i, -8, i
> COc1ccc(C(=O)N/C(=C\c2cn(C)c3ccccc23)C(=O)NCCCN2CCOCC2)cc1OC
 : i, i, i, i, 7, i, i, i, i, -1, i
> CC(C)Cn1c(SCC(=O)N(C)C2CCS(=O)(=O)C2)nc2cc(Cl)ccc2c1=O (stereo unspecified)
 : i, i, i, i, nt, i, i, i, i, 12, i
> COc1ccc(CC(NC(C)=O)C(=O)NC2CCN(C(=O)c3cccc(Cl)c3)CC2)cc1OC (stereo unspecified)
 : nt, i, nt, i, nt, i, nt, nt, i, 1, i
> O=C(O)C1CCCN1c1ncnc2ccccc12 (stereo unspecified)
 : i, i, i, i, nt, i, i, i, i, -3, i

Below each SMILES: MrgX1 ag, RGS4 inh, MrgX1 PAM, TRPC6 activator, HDAC3 inhib, TRPC6 inh, TMEM16A inh, MrgX1 antagonist, RGS4 act, SKKanGAS inh, ANO1 activ
> O=C(CCNC(=O)N1CC(=O)Nc2ccccc21)Nc1ccc(Cl)cc1
 : i, i, i, i, 4, i, i, i, i, 2, i
> Cc1ccc(-n2c(SCc3ccc(C(=O)O)cc3)nnc2-c2ccncc2)cc1
 : i, i, i, i, nt, i, i, i, i, 6, i
> CC1(CC(=O)N/N=C/c2ccc(-c3ccc(C(=O)O)cc3)o2)OCCO1
 : i, i, i, i, 2, i, i, i, i, 1, i
> CC(/C=N/NC(=O)c1cc(-c2ccc(C)o2)[nH]n1)=C\c1ccccc1
 : i, i, i, i, 10, i, i, i, i, nt, i
> CCOc1cc(C2CC(=O)N3CN(C4CCCCC4)CSC3=C2C#N)ccc1O (stereo unspecified)
 : i, i, i, i, ?, i, i, i, i, -3, i
> Cn1c(SCC(=O)c2ccccc2)ncc(C(=O)Nc2ccccc2)c1=O
 : i, i, i, i, -3, i, i, i, i, 5, i
> O=C(O)c1ccc(-c2nc(-c3ccccc3Cl)cs2)cc1
 : i, i, i, i, 7, i, i, i, i, 21, i
> CC(=O)Nc1ccc(NC(=O)C2(C)CC2(Cl)Cl)cc1 (stereo unspecified)
 : i, i, i, i, 2, i, i, i, i, 4, i
> Cc1c(Cc2ccccc2)c(=O)oc2c(C)c(OCC(=O)N[C@@H](Cc3ccccc3)C(=O)O)ccc12
 : i, i, i, i, -8, i, i, i, i, 24, i
> CCc1nnc(NC(=O)c2ccc(S(=O)(=O)N3CCCCC3)cc2)s1
 : i, i, i, i, -6, i, i, i, i, 2, i
> CCOc1ccc(C(=O)Nc2ccc3c(c2)OCCO3)cc1
 : i, i, i, i, 1, i, i, i, i, -4, i
> O=C(/C=C/c1ccc(Cl)cc1)N1CCN(c2ccccn2)CC1
 : i, i, i, i, 1, i, i, i, i, -10, i
> CC(C)NC(=O)C1CCN(C(=O)c2cc3sccc3n2Cc2ccc(F)cc2)CC1
 : i, i, i, i, 4, i, i, i, i, 1, i
> COC(=O)c1sc(NC(=O)CSc2nnc(C(C)C)n2C)nc1C
 : i, i, i, i, -2, i, i, i, i, 2, i
> O=C(c1c(F)cccc1F)N1CCN(c2ccccc2F)CC1
 : i, i, i, i, 11, i, i, i, i, 1, i

Below each SMILES: MrgX1 ag, RGS4 inh, MrgX1 PAM, TRPC6 activator, HDAC3 inhib, TRPC6 inh, TMEM16A inh, MrgX1 antagonist, RGS4 act, SKKanGAS inh, ANO1 activ
> CCCCNc1ncnc2c1cnn2Cc1ccc(Cl)cc1
 : i, i, i, i, 10, i, i, i, i, -3, i
> CCN(CC)S(=O)(=O)c1cc(NC(=O)C2CCN(c3ncnc4sc(C)c(C)c34)CC2)ccc1Cl
 : i, i, i, i, 3, i, i, i, i, 1, i
> COc1cccc(-c2nc3c(c(SCC(=O)N4CCOCC4)n2)Cc2c(CO)cnc(C)c2O3)c1
 : i, i, i, i, 1, i, i, i, -8.1*, 5, i
> CCC(=O)O[C@]1(C(=O)CCl)[C@@H](C)C[C@H]2[C@@H]3CCC4=CC(=O)C=C[C@]4(C)[C@@]3(F)[C@@H](O)C[C@@]21C
 : i, i, i, i, 6, i, i, i, i, -8, i
> CCCCCSc1nnc2c(n1)OC(c1cccn1C)N(C(C)=O)c1ccccc1-2 (stereo unspecified)
 : i, i, i, i, 0, i, i, i, i, -3, i
> COc1cc(/C=C2\C(=N)N3N=C(S(C)(=O)=O)SC3=NC2=O)ccc1OC(=O)c1ccco1
 : i, i, i, i, 21, i, i, i, i, 4, i
> CN(CC(=O)Nc1ccccc1Cl)C(=O)CSc1ncc(C(F)(F)F)cc1Cl
 : i, i, i, i, -2, i, i, i, i, -4, i
> COc1ccc(CN2CCNC(=O)C2CC(=O)N2CCCN(C(C)=O)CC2)cc1OC (stereo unspecified)
 : i, i, i, i, -10, i, i, i, i, 2, i
> COc1cccc(CC(NC(C)=O)C(=O)NC2CCN(S(=O)(=O)c3ccc(NC(C)=O)cc3)CC2)c1 (stereo unspecified)
 : i, i, i, i, ?, i, i, i, i, -5, i
> O=C(NC1CCCCCC1)c1ccc(CS(=O)(=O)Cc2ccccc2F)o1
 : i, i, i, i, -5, i, i, i, i, -14, i
> CC1CN(c2nc3ccccc3cc2-c2ccccc2)CC(C)O1 (stereo unspecified)
 : i, i, 17*, i, -4, i, i, i, i, 15, i
> Cc1ccc(NC(=O)CN(C)CC(=O)Nc2ccc(N3CCOCC3)cc2)c([N+](=O)[O-])c1
 : i, i, i, i, 3, i, i, i, i, 2, i
> Cc1ccc(S(=O)(=O)NNC(=O)c2cccs2)c(C)c1
 : i, i, i, i, 5, i, i, i, i, 12, i
> O=C(c1cccc(Br)c1)N1CCN(S(=O)(=O)N2CCOCC2)CC1
 : i, i, i, i, -2, i, i, i, i, -11, i
> O=C1CCCC2=C1C1c3ccccc3C(=O)N1c1ccc(C(=O)c3ccccc3)cc1N2 (stereo unspecified)
 : i, i, i, i, -2, i, i, i, i, 23, i

Below each SMILES: MrgX1 ag, RGS4 inh, MrgX1 PAM, TRPC6 activator, HDAC3 inhib, TRPC6 inh, TMEM16A inh, MrgX1 antagonist, RGS4 act, SKKanGAS inh, ANO1 activ
> Cc1nc(CCNC(=O)Cc2ccc(F)cc2)cs1
 : i, i, i, i, 1, i, i, i, i, -3, i
> Nc1cc[n+](CC(=O)c2ccc3c(c2)OCCO3)cc1
 : i, i, i, i, -4, i, i, i, i, -5, i
> Cc1ccc(-n2c(=S)sc3c(=O)n(-c4ccc(F)cc4)c(SCC(=O)O)nc32)cc1C
 : i, i, i, i, 1, i, i, i, i, 7, nt
> COc1ccc(N2CCC(CNC(=S)Nc3c(C)cc(C)cc3C)C2)cc1 (stereo unspecified)
 : i, i, i, i, 5, i, i, i, i, 2, i
> OCC[C@H]1C[C@H](O)[C@@H](O)[C@]2(CCc3ccccc3CO2)O1
 : i, nt, i, nt, 8, nt, i, i, nt, nt, i
> O=C(NC(=S)Nc1ccc(S(=O)(=O)NC2CCCCC2)cc1)c1cccs1
 : i, i, i, i, -1, i, i, i, i, 31, i
> O=C(COc1ccc(Cl)cc1Cl)NCCCCc1ccccc1
 : i, i, i, i, 8, i, i, i, i, -5, i
> C=CCC1NS(=O)(=O)OC(COC)C1C (stereo unspecified)
 : i, i, i, i, 0, i, i, i, i, -1, i
> O=C(Nc1ccc2[nH]c(=O)[nH]c2c1)c1ccc(Cl)c(Cl)c1
 : i, i, i, i, -1, i, i, i, i, 27, i
> CC(C)=CCN1CCN(Cc2cccc3nonc23)CC1CCO (stereo unspecified)
 : i, i, i, i, 0, i, i, i, i, -16, i
> O=[N+]([O-])c1ccc(C[n+]2cccc3ccccc32)cc1
 : i, i, i, i, -4, i, i, i, i, 0, i
> O=C(CSc1nnc(-c2ccc(F)cc2)c2ccccc12)Nc1ccccc1
 : i, i, i, i, 6, i, i, i, i, 6, i
> O=C1CSC(c2cccnc2)N1c1ccccc1 (stereo unspecified)
 : i, i, i, i, 0, i, i, i, i, -2, i
> CC(=O)Nc1ccc(N/C=C/C(=O)c2ccccc2)cc1
 : i, i, i, i, 8, i, i, i, i, -2, i
> CC(=O)Oc1c2occc2cc2ccc(=O)oc12
 : i, i, i, i, 5, i, i, i, i, -1, i
> O=C1CCCc2nn(-c3ccccc3)nc21
 : i, i, i, i, 9, i, i, i, i, 2, i
> O=C1CC2(CCN(C(=O)c3ccccc3[N+](=O)[O-])CC2)Oc2ccccc21
 : i, i, i, i, 4, i, i, i, i, -5, i
